TcdB inh: inhibitors of Clostridioides difficile toxin B glycohydrolase. P18177. TcdB glycohydrolase enzymatic assay, plate reader. inhibition, % at 9.99 µM. 0.24% of 350,000 active. AID 652162; in the data active means inhibition above about 10%
CCHF vOTU inh: blocks the CCHF virus ovarian tumor domain protease; CCHFV vOTU protease, Pep-AMC fluorescence; inhibition, % at 11.5 µM; 0.55% of 370,000 active; AID 651958; in the data active means inhibition above about 30%; further: 0% = vehicle wells with enzyme and 100% = no enzyme wells
An asterisk follows results filed as active; & = joins results of further samples. Only part of the results is shown, so the mix of outcomes need not match the whole.

SMILES	TcdB inh	CCHF vOTU inh
CC(C)(C)NC(=O)C(c1ccncc1)n1c(=O)c(-c2cc3ccccc3[nH]2)nc2ccccc21 (stereo not drawn)	0.9	-17.6
COC(=O)N1C[C@@H]2Oc3nccnc3O[C@@H]2C[C@@H]1c1ccccc1Br	-2.6	13.1
Cc1cccc(C)c1NC(=O)C(c1ccnc2ccccc12)n1c(=O)c(-c2ccccc2)nc2ccccc21 (stereo not drawn)	-0.3	-3.1
Cc1ccc2nc(-c3ccc(CN4CCC(c5nc6ccccc6[nH]5)CC4)cc3)c(-c3ccccc3)nc2c1	0.8	23.0
CCCCCCCCN1C(=O)[C@H](CC(=O)NCc2ccc(C)o2)C[C@@]2(C(=O)OCC)CCC=C12	0.5	17.4
COC(=O)c1cc2c(c3c4cc(F)ccc4n(C(=O)c4ccccc4)c13)C(=O)N(C1CCCCC1)C2	1.7	14.4
CC1(C)OC(=O)C2=C(CC(CCc3ccccc3)OC2c2ccc(F)cc2)O1 (stereo not drawn)	1.2	12.1
Cc1ccc2c(=O)n3c(nc2c1)C(Cc1ccc(O)cc1)NC(=O)c1ccc(Cl)cc1-3 (stereo not drawn)	-0.4	-1.1
CSc1c(N(C)C)c(=O)c1=S	0.1	5.0
O=[N+]([O-])c1ccc2c(c1)CCCO[C@]21O[C@H](CCO)C[C@H](O)[C@H]1O	-2.0	-2.0
COc1cccc(CC(=O)N2CCN(C(=O)C(=O)c3cccc(C(F)(F)F)c3)CC2)c1	1.1	-2.1
COC(=O)C[C@@H]1C=C[C@@H](NS(=O)(=O)c2cccc(OC)c2)[C@@H](CO)O1	0.3	2.7
OCC1OC(C(N=Nc2ccccc2)=NNc2ccccc2)C(O)C1O (stereo not drawn)	0.1	30.8*
CC1(C(=O)Nc2ccc3c(c2)OCCO3)CN(S(C)(=O)=O)CC(=O)N1Cc1cccs1 (stereo not drawn)	1.5	8.0
O=C(Nc1ccc(Cl)cc1)OC[C@@H]1CSCCS(=O)(=O)N1	1.1	3.2
O=S1(=O)N[C@H](Cc2ccccc2)COc2cc(Br)ccc21	0.5	3.4
CC1(C(=O)Nc2ccc3c(c2)OCCO3)CN(S(C)(=O)=O)CC(=O)N1CCc1ccccc1F (stereo not drawn)	2.7	-7.1
Cc1cnc(-c2nc3ccccc3n2C(C(=O)Nc2c(C)cccc2C)C2CC2)cn1 (stereo not drawn)	1.3	-1.0
O=C(NC1CCCCC1)C(c1ccnc2ccccc12)n1c(=O)c(-c2cc3ccccc3[nH]2)nc2ccccc21 (stereo not drawn)	-0.8	10.6
CO[C@H]1CN(C)C(=O)c2ccc(NS(=O)(=O)c3ccccc3F)cc2OC[C@H](C)NC[C@@H]1C	-6.6&-1.1	-1.7
CCOC(=O)C1=C(C(=O)OCC)C2N(Cc3ccc(Br)cc3)c3ccccc3[C@@]23C[C@@H](C(=O)OC)N(S(=O)(=O)c2cccs2)C3=N1 (stereo partly drawn)	-0.5	17.8
COc1cccc(OC)c1C(=O)NCCNc1nc2cc(C)cc(C)c2cc1C#N	0.8	-24.9
c1ccc(-c2ccccc2C2Cc3nnccc3CN2)cc1 (stereo not drawn)	1.4	-0.2
CC(C)CCCCCCCCc1cccc(O)c1C(=O)O	-1.1	42.9*
Cc1cc(N2CCNC[C@H]2C)ccc1N1CCS(=O)(=O)CC1	-0.4	-1.2
O=C(N[C@H](Cc1ccccc1)C(=O)NCCCc1ccccc1)[C@H]1O[C@@H](n2ccc(=O)[nH]c2=O)[C@H](O)[C@@H]1O	1.6	2.5
O=C(NC1CCCCC1)C(c1ccccc1)n1c(=O)c(-c2ccco2)nc2ccccc21 (stereo not drawn)	-1.3	14.7
Cn1cnc(S(=O)(=O)N2C[C@@H](O)COC[C@@H]3O[C@H](CC(=O)NC4CCC4)CC[C@H]32)c1	0.6	10.3
O=C(N[C@@H](Cc1cccnc1)C(=O)N1CCC[C@H]1C(=O)NC1CCCC1)c1ccc(Cl)c(Cl)c1	1.2	-4.4
CSCCC(C(=O)Nc1c(C)cccc1C)n1c(-c2cc(C)cs2)nc2ccccc21 (stereo not drawn)	0.6	-8.8
COC(=O)C(C(=O)OC)c1ccccc1NS(=O)(=O)c1cccc2ccccc12	3.7	0.5
Cc1cc2c(cc1C)-n1nnnc1C(N(Cc1ccccc1)Cc1ccccc1)C(=O)N2 (stereo not drawn)	1.3	0.7
COc1cccc(C(=O)N[C@H](C(=O)N2CCC[C@H]2C(=O)NCCc2ccccc2Cl)c2ccccc2)c1	1.7	3.2
O=C1Nc2ccccc2C1=NN=Cc1ccco1	-0.5	17.1
COC(=O)[C@@]12C[C@@H](CC(=O)N3CCN(C(=O)c4ccco4)CC3)C(=O)N(Cc3cccc4ccccc34)C1=CCC(C)(C)C2	1.4	12.2
C#CCNC[C@@H]1CSCCS(=O)(=O)N1	0.7	-3.5
COc1cccc(CNC(=O)[C@H]2CCCN2C(=O)C2CCCN2C(=O)c2ccc(OC)c(F)c2)c1 (stereo partly drawn)	-0.2	-6.7
CN1CC[C@@H]2CN[C@H](c3ccccc3)C[C@@H]21	0.5	-12.5
CCCCC1O[C@@H](C)[C@@H]2CN3CCc4c([nH]c5ccccc45)[C@@H]3C[C@@H]2N1C (stereo partly drawn)	1.2	-11.0
CO[C@@H]1CN(C)C(=O)c2cc(NC(=O)Nc3cc(F)ccc3F)ccc2OC[C@H](C)N(C(=O)c2ccccn2)C[C@@H]1C	0.1&0.4	12.4
C[C@@H]1COc2cc(N3CCOCC3)ccc2S(=O)(=O)N1	-5.3	0.9
O=S1(=O)N[C@@H](Cc2ccccc2)COc2cccc(N3CCCC3)c21	1.4	22.4
C[C@H](Cc1ccc(OCC(=O)O)cc1)NC[C@H](O)c1cccc(Cl)c1	0.5	-7.0
CCCCNC(=O)c1nc(C2CCN(S(=O)(=O)c3ccc(C(F)(F)F)cc3)CC2)oc1-c1ccccc1	1.3	-10.3
CN(C)C(=O)N1CCN(C(=O)[C@@H](Cc2ccccc2)NC(=O)[C@H]2O[C@@H](n3ccc(N)nc3=O)[C@H](O)[C@@H]2O)CC1	1.7	-16.2

Reprinted from the part before: 2 entries; new compounds follow.
SMILES	TcdB inh	CCHF vOTU inh
CCCCNC(=O)c1nc(C2CCN(S(=O)(=O)c3ccc(C(F)(F)F)cc3)CC2)oc1-c1ccccc1	1.3	-10.3
CN(C)C(=O)N1CCN(C(=O)[C@@H](Cc2ccccc2)NC(=O)[C@H]2O[C@@H](n3ccc(N)nc3=O)[C@H](O)[C@@H]2O)CC1	1.7	-16.2
COC(=O)[C@@]12C[C@@H](CC(=O)N3CCCCC3)C(=O)N(Cc3ccc4c(c3)OCO4)C1=CCC(C)(C)C2	1.8	1.2
CN1CCCCC(NC(=O)C2CCCCC2)C1=O (stereo not drawn)	0.1	-16.0
CC(C)CNc1cccc2c1S(=O)(=O)N(Cc1cccc(F)c1)[C@@H](C)[C@H](c1ccccc1)O2	-0.7	-2.4
COC(=O)[C@]12CCCCC=C1N(CCc1ccc(OC)c(OC)c1)C(=O)[C@H](CC(=O)N1CCSCC1)C2	1.4	15.7
C[C@@H]1ON(C)[C@H]2C[C@H]3c4cc(-c5ccc6c(c5)OCO6)ccc4CCN3C[C@@H]12	-0.2	-3.2
O=C(Nc1ccccc1)N1c2ccccc2SC1c1ccco1 (stereo not drawn)	1.7	-5.0
O=C(NCc1ccccc1)[C@H]1CCCN1C(=O)[C@H]1CCCN1C(=O)C1CCCCC1	-0.3	-2.9
Cc1ccc2nc(CN(C)C(=O)[C@@H](Cc3ccccc3)NC(=O)[C@H]3O[C@@H](n4cnc(C(N)=O)n4)[C@H](O)[C@@H]3O)[nH]c2c1	-4.4	10.2
C[C@H](c1ccccc1)N1C[C@@H](COCc2ccccc2)Oc2cccc(N3CCCCC3)c2S1(=O)=O	0.7	3.5
Cc1cc(NC(=O)CCc2c[nH]c3ccccc23)ccc1Oc1cccnc1	-0.2	-2.3
COc1ccc(NC(=O)c2cc(-c3sc(NC(=O)c4ccccc4)nc3C)n(Cc3ccccc3)n2)cc1	0.1	-4.3
C=CCN=C1NC(c2ccccc2C(F)(F)F)C(C(=O)OC)=C(C)N1Cc1ccc(C(F)(F)F)cc1 (stereo not drawn)	2.7	22.5
CC[C@H](NC(=O)[C@H](Cc1ccccc1)NC(=O)[C@H]1O[C@@H](n2cnc3c(=O)[nH]c(N)nc32)[C@H](O)[C@@H]1O)c1ccccc1	1.5	5.3
CSc1ccc(Oc2cccc3c2S(=O)(=O)N(C2CC2)C[C@@H](COCc2ccccc2)O3)cc1C	0.3	-2.0
COC(=O)C[C@@H]1CC[C@H]2[C@@H](COc3ccc(NC(=O)c4ccc(C(F)(F)F)cc4)cc3C(=O)N2C)O1	-0.7	4.8
Cc1cccc(C)c1NC(=O)C1(C)CN(S(C)(=O)=O)CC(=O)N1Cc1ccc2c(c1)OCO2 (stereo not drawn)	-1.0	0.0
Nc1[nH]c(C(=O)c2ccccc2)c(-c2ccc3ccccc3c2)c1C(=O)NC1CC1	1.1	-5.0
Cc1ccccc1CN1C(=O)CN(S(C)(=O)=O)CC1(C)C(=O)Nc1c(C)cccc1C (stereo not drawn)	1.9	11.9
CCOC(=O)N(C)C[C@H]1OCc2cn(nn2)CCCC(=O)N([C@@H](C)CO)C[C@@H]1C	0.1&0.5	-3.0
COC(=O)C[C@@H]1CC[C@H](NC(=O)Nc2ccc(OC)cc2)[C@@H](CO)O1	1.6	-9.8
O=C(C[C@H]1CC[C@@H]2[C@H](COC[C@H](O)CN2C(=O)c2cnccn2)O1)NCc1ccc(Cl)cc1	0.2&0.4	-2.0
Cn1cc(CCOCc2ccc(Br)cc2)c2ccccc21	2.0	-4.4
O=C(N[C@@H](Cc1cccnc1)C(=O)N1CCC[C@H]1C(=O)NCCc1ccccc1Cl)c1ccccc1	1.7	-7.2
CC(=O)O[C@H]1CC[C@]2(C)C3CC[C@]4(C)[C@@H]([C@H](C)/C=C/[C@H](C)C(C)C)CC[C@H]4[C@@]34C=C[C@]2(C1)N(C(=O)c1ccccc1)O4 (stereo partly drawn)	1.2	-0.2
COC(=O)C1=C(C)N(Cc2cccc(C(F)(F)F)c2)C(=NCc2ccc(OC)cc2)NC1c1cccc(F)c1 (stereo not drawn)	2.2	35.0*
Cc1ccccc1S(=O)(=O)N1C(c2ccc(Cl)cc2)CC=C(C(=O)O)C1c1cccc(Cl)c1 (stereo not drawn)	-5.4	25.2
COc1ccc(S(=O)(=O)N2C[C@@H](O)COC[C@@H]3O[C@H](CC(=O)NCCCN4CCOCC4)CC[C@H]32)cc1	-0.2&0.2	-8.2
COC(=O)C1=C(C)N(Cc2ccc(Cl)cc2)C(=S)NC1c1ccc(OC)cc1 (stereo not drawn)	0.7	4.5
Cc1cccc(C)c1NC(=O)C(c1ccccc1F)n1c(=O)c(-c2ccco2)nc2ccccc21 (stereo not drawn)	1.4	4.7
COc1ccc(Cc2c(-c3ccccc3)nc3ccc(C)cn23)c(C)c1	-3.3	4.3
COC(=O)C(C(=O)OC)c1ccccc1NC(=O)OCc1ccccc1	-1.3	1.1
Cc1cccc(C)c1NC(=O)C1(C)CSCC(=O)N1CCc1ccccc1F (stereo not drawn)	0.9	-1.2
CCNC(=O)OC[C@H]1O[C@H](C#Cc2ccc(C(C)(C)C)cc2)C=C[C@H]1O	2.7	1.5
CCOC(=O)C1=CCN(S(=O)(=O)c2ccc(Cl)cc2)C1c1cccc(F)c1 (stereo not drawn)	0.0	5.3
COc1cccc(-c2ccc(CC[C@H]3O[C@H]4CC[C@@H](CO)O[C@H]4C[C@H]3NC(=O)c3cnccn3)cc2)c1	0.6	3.7
CSCCC(C(=O)Nc1c(C)cccc1C)n1c(-c2ccc(-c3ccccc3)cc2)nc2ccccc21 (stereo not drawn)	-0.1	9.1
CN(C)CC(=O)N[C@H]1C[C@@H]2O[C@H](CO)CC[C@@H]2O[C@@H]1CCc1ccc(-c2ccc(F)cc2)cc1	0.6	14.5
Cc1cc(C)c(S(=O)(=O)N2C[C@H]3CON(C)[C@H]3C[C@H]2c2ccc(-n3ccnc3)cc2)c(C)c1	0.9	-7.9
CC(C)(C)NC(=O)C(c1ccc(C#N)cc1)n1c(=O)c(-c2ccco2)nc2ccccc21 (stereo not drawn)	-0.5	10.9
COc1cccc(C2NC(=S)N(Cc3ccccc3)C(C)=C2C(C)=O)c1 (stereo not drawn)	1.5	1.2
CCS(=O)(=O)N(C)C[C@@H]1OCc2ccccc2-c2c(n(C)c3ccccc23)C(=O)N([C@H](C)CO)C[C@@H]1C	0.2&0.8	15.5
COc1cccc(C(=O)Nc2ccc3c(c2)OC[C@H](C)N(C(=O)C2CCCC2)C[C@@H](C)[C@@H](OC)CN(C)C3=O)c1	-1.2&1.7	21.9
Nc1ccc(CNC(=O)c2cc3cc(Cl)ccc3nc2N)cc1	1.3	-1.2
COCc1cc(N2CCN(C(=O)OC(C)(C)C)C[C@@H]2C)ccc1N1C[C@@H](C)O[C@@H](C)C1	-48.6	26.8
COC(=O)Cc1c([C@H](C)[C@@H](OC)c2ccccc2Br)nnn1Cc1ccccc1	0.7	-9.5
O=C1c2c(-c3ccc(Br)cc3)noc2CCN1Cc1cn(-c2ccccc2)nn1	-5.3	8.7
COc1cc2c(cc1OC)[C@](C)(c1ccccc1)C[C@@H]2NCC=C(C)C	0.5	-3.8

Reprinted at random: five records from the list, in no set order.
SMILES	TcdB inh	CCHF vOTU inh
CCOC(=O)C1=CCN(S(=O)(=O)c2ccc(Cl)cc2)C1c1cccc(F)c1 (stereo not drawn)	0.0	5.3
Cc1cc(C)c(S(=O)(=O)N2C[C@H]3CON(C)[C@H]3C[C@H]2c2ccc(-n3ccnc3)cc2)c(C)c1	0.9	-7.9
CC(C)(C)NC(=O)C(c1ccc(C#N)cc1)n1c(=O)c(-c2ccco2)nc2ccccc21 (stereo not drawn)	-0.5	10.9
COCc1cc(N2CCN(C(=O)OC(C)(C)C)C[C@@H]2C)ccc1N1C[C@@H](C)O[C@@H](C)C1	-48.6	26.8
CCNC(=O)OC[C@H]1O[C@H](C#Cc2ccc(C(C)(C)C)cc2)C=C[C@H]1O	2.7	1.5
